Compound activity (PubChem BioAssay)
LmPK inhibitor = LmPK (Leishmania mexicana) enzyme inhibition; actives 0.37% (n = 290,000); purified LmPK, Kinase-Glo ATP luminescence, 1 h; Potency, µM (titrated, usually from 57.5 µM), for inactives: top-dose activity change, negative = inhibition, usual class: inhibitors; AID 1721; further: potency means the concentration at half of the fitted maximal effect
Target sequence (Q27686 whole entry, looked up): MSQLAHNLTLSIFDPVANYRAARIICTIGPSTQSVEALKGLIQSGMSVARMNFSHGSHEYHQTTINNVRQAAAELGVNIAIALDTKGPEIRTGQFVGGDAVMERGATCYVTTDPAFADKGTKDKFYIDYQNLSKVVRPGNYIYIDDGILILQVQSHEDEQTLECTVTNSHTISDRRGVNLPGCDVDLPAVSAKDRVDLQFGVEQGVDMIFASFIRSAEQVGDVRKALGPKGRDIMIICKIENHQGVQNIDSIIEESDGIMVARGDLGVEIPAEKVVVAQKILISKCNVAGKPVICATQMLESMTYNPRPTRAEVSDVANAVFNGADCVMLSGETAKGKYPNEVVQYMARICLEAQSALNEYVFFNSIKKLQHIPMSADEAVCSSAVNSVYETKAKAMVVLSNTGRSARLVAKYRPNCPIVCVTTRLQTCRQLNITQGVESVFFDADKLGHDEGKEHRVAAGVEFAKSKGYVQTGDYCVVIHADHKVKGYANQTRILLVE
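qHTS format; LmPK 0.1 nM; substrates PEP 0.5 mM and ADP 0.1 mM. One-hour room-temperature incubation, then coupled luciferase luminescence; 0.5 nM enzyme wells mark activation.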
AmpC inh detg = blocks E. coli AmpC beta-lactamase in detergent assay; P00811; AmpC hydrolysis of nitrocefin, absorbance 480 nm, 0.01% Triton; Potency, µM (series often up to 114 µM), for the others: at the top dose activity change, negative = inhibition, most hits filed as inhibitors; actives 0.041% (n = 370,000); AID 485294;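 further: potency means the concentration at half of the fitted maximal effect; 0% = no-compound wells and -100% = no-enzyme wells; nearly all actives have a fitted effect of over 25% in size; some results filed as inactive show a strong effect at the top dose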
Target sequence (P00811 whole entry, looked up): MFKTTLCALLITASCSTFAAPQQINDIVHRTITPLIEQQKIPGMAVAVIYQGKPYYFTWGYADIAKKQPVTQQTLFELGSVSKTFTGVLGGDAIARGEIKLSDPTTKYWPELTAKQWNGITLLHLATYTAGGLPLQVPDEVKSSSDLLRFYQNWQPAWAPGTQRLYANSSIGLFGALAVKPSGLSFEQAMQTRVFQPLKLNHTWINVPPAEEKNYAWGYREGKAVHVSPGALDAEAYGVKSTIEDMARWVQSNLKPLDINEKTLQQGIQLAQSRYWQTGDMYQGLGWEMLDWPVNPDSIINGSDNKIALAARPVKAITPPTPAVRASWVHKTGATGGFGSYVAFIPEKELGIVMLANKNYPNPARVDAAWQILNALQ
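20 mM phosphate pH 7.0 + 0.01% (detergent screen) or 0.0001% Triton X-100; 5.3 nM AmpC reagent; cpd preinc 15 min RT; nitrocefin (800 uM stock) to start; A480 q20 s × 4 min; Activity was normalised to no-enzyme and no-compound control wells.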
AMA1 RON2 block = AMA1-RON2 (P. falciparum) interaction inhibition; AlphaScreen AMA1-biotinylated RON2 peptide binding; AID 720542; actives 0.2% (n = 360,000); Potency, µM (top dose mostly 58.2 µM), inactives show top-dose activity change, negative = inhibition, actives largely listed as inhibitors;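 further: potency means the concentration at half of the fitted maximal effect; 0% = vehicle wells and -100% = peptide control; nearly all actives have a fitted effect of over 45% in size; some results filed as inactive show a strong effect at the top dose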
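AMA1 (3D7) with his tag at 25 nM final met compounds first, then biotinylated RON2 peptide at 25 nM; detection used donor plus acceptor beads, 10 µg/mL apiece, read by AlphaScreen after 30 min at room temperature.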
HCMV inh = inhibitors of human cytomegalovirus. actives 4.5% (n = 410,000). HFF cells, HCMV-luciferase reporter, 72 h; active compounds read low. AID 1259415. activity change, negative = inhibition, % at 57.5 µM; in the data active means activity change below about -60%; inconclusive means no clear call, values can overlap the other calls; inactive means above about -39%
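Compounds were evaluated in HFFs infected with an HCMV luciferase reporter virus (MOI 1 PFU/cell). Luciferase in lysates collected 72 h post infection served as the replication measure.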
AmpC no deterg = AmpC beta-lactamase inhibition without detergent; actives 0.52% (n = 330,000); AID 485341; AmpC nitrocefin hydrolysis, absorbance 480 nm, 0.0001% Triton; Potency, µM (highest dose often 57.1 µM), inactives show at the highest dose activity change, negative = inhibition, actives largely listed as inhibitors;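 further: potency means the concentration at half of the fitted maximal effect; plate controls were no compound for no effect and no enzyme for full effect; nearly all actives have a fitted effect of over 20% in size; some results filed as inactive show a strong effect at the top dose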
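AmpC (5.3 nM in the dispensed reagent) in 20 mM phosphate pH 7.0 with 0.01% (detergent screen) or 0.0001% Triton X-100 was preincubated with compounds for 15 min at room temperature. Nitrocefin was then added from an 800 uM solution, and hydrolysis was followed at 480 nm.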
TbPYK inhibitor = T. brucei pyruvate kinase inhibition | TbPYK enzyme, Kinase-Glo Plus ATP luminescence, 45 min | actives 0.12% (n = 410,000) | AID 624173 | Potency, µM (titrated, usually from 76.8 µM), for inactives: top-dose activity, negative = inhibition, usual class: inhibitors; further: potency means the concentration at half of the fitted maximal effect; nearly all actives have a fitted effect of over 50% in size
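In this concentration-response screen, enzyme-free wells defined baseline while DMSO plates tracked drift. Each reaction combined TbPYK, substrate, compound and 130 uM ADP for 45 min at room temperature. Kinase-Glo Plus luminescence gave the signal.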
HCV inh = HCV inhibition; AID 651820; actives 3.4% (n = 340,000); Potency, µM (highest dose often 41.8 µM), without a hit: at the top dose activity change, negative = inhibition, actives largely listed as inhibitors; Huh7.5.1 HCVcc-Cre infection, luciferase reporter, 44 h; further: potency means the concentration at half of the fitted maximal effect
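After 44 h co-culture of compound, cells and HCVcc-Cre (~0.5 moi), substrate is added for 15 min at room temperature and luciferase measured over 15 sec. Cells were seeded at 1,000/well and pre-cultured 4 h.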
Starred values were filed as active, the others as inactive; u = inconclusive; x = not tested or not shown; [ ] = remark or other dose. Unless noted, the call rests on the fitted dose curve; in most records, active means well fitted curve in the direction sought with a large enough effect; inconclusive means small, poorly fitted or top-dose-only effect, or another doubt; inactive means no such curve, though single readings can be large; an effect the other way counts as inactive or inconclusive. Unless noted, on the % scale 0 is the no-effect control and ±100 the full control effect. Rows were taken by chance (roughly 7.5% active in at least one column).

SMILES | LmPK inhibitor | AmpC inh detg | AMA1 RON2 block | HCMV inh | AmpC no deterg | TbPYK inhibitor | HCV inh
O=C(NC(=S)Nc1ccccc1N1CCOCC1)c1ccccc1F | -4% | -6% | 29% | u | 42% | 3% | 4%
CC(C)c1ccccc1N=C1SCCN1C1CCS(=O)(=O)C1 (configuration not stated) | 1% | u | 0% | 1 | 30% | 2% | 14%
CC[n+]1c(/C=C/N(C)c2ccccc2)n(-c2ccccc2)c2ccc(-c3nc4ccccc4s3)cc21 | -3% | -3% | -18% | x | 174%[activator] | -14% | 5.6µM*
CS(=O)(=O)c1ccc(C2=C(CNC(=O)c3cccnc3)[C@H]3CC[C@@H](C2)N3Cc2ccccc2)cc1 | x | x | 11% | 19 | x | 4% | x
Nc1nc(SCC(=O)Nc2cccc(S(=O)(=O)N3CCCCCC3)c2)n[nH]1 | 0% | 4% | -3% | 11 | -25%[2.29 µM] | -5% | u
CCOc1ccc2c(c1)C(NC(C)=O)C(=O)N2CCN1CCOCC1 (configuration not stated) | 0% | 1% | u | 36 | 16% | -20% | 16%
Cc1c(C(=O)Nc2cnccn2)oc2ccccc12 | -2% | -13% | 18% | 172 | -15% | -12% | u
O=[N+]([O-])c1cc(S(=O)(=O)Nc2ccccc2)ccc1NCc1ccccc1 | 1% | -11% | -29% | -10 | -20% | 1% | 0%
COc1ccc(N2C(=O)CC(N3CCN(c4ccccc4)CC3)C2=O)cc1 (configuration not stated) | -5% | u | -2% | -25 | 40% | -1% | 7%
Cc1cc(C)n(C(C)CC(=O)Nc2ccc3c(c2)OCO3)n1 (configuration not stated) | 0% | 2% | 2% | 0 | -7% | -9% | -1%
O=C(COC(=O)c1cncc(Br)c1)NCc1ccccc1 | -3% | 7% | 7% | -13 | -22% | 5% | 3%
N#C/C(=C\c1ccc(Cl)cc1Cl)c1nc(-c2cccc(Cl)c2)cs1 | x | 12% | x | 4 | x | 1% | x
COc1ccc(CCNCC(O)COc2c(C)cccc2C)cc1OC (configuration not stated) | 0% | 0% | -7% | -1 | 1% | 6% | 1%
Cc1cc(C)cc(SCc2noc(C(=O)NCC3CCCO3)c2C(=O)O)c1 (configuration not stated) | 8% | -2% | -3% | -30 | -23% | -5% | 20%
CCOC(=O)C1=CC[C@H]2c3c(c4ccc(OC)cc4n3C)C(=O)C1N2S(=O)(=O)c1ccc(C)cc1 | x | -4% | -2% | -23 | 25% | -2% | u
COc1ccc(C2C(C(=O)c3cccs3)=C(O)C(=O)N2c2nnc(C)s2)cc1OC (configuration not stated) | 1% | 0% | 8% | x | -24% | -8% | 13%
COc1cc(NC(=O)Nc2ccc3c(c2)OCO3)cc(OC)c1OC | -4%[11.5 µM] | u | 10% | 1 | -11% | 1% | -16%
O=C(NCCc1ccccc1Cl)C1CC(=O)N(C2CCCCC2)C1 (configuration not stated) | 12% | -6% | -6% | -9 | 4% | 3% | -7%
CC(NC(=O)N1CC1(C)C)c1ccccc1 (configuration not stated) | x | x | -4% | 72 | x | -5% | -1%
Cc1cc(NC(=O)COC(=O)c2c(C)nn(Cc3ccccc3Cl)c2Cl)no1 | 7% | 1% | 5% | 8 | -7% | 2% | u
COc1ccc(Cl)cc1NC(=O)COC(=O)CNC(=O)C1CCCCC1 | x | -9% | -3% | -22 | 3% | 2% | u
Cc1ccsc1C(=O)N1CCCC(C(=O)c2cc(F)ccc2F)C1 (configuration not stated) | 1% | 6% | 0% | -33 | -5% | 9% | 0%
CCN(C1CCS(=O)(=O)C1)S(=O)(=O)c1ccc2ccccc2c1 (configuration not stated) | x | -2% | 2% | -11 | 3% | -17% | 11%
Cc1cc(NC(=O)c2cc3ccccc3o2)ccc1NC(=O)c1ccccc1 | 3% | u | -4% | 9 | -52% | -8% | u
Cn1nnnc1SCCCNCc1cc(Br)ccc1OCc1ccccc1F | x | -1% | x | u | x | 1% | x
Cc1ccc(S(=O)(=O)c2cn(CC(=O)Nc3ccc(Cl)cc3)c3ccc(F)cc3c2=O)cc1C | x | -6% | x | 19 | x | 3% | x
COc1ccc2c(c1)CCc1c(C(=O)Nc3ccc(OC)cc3OC)noc1-2 | x | 1% | x | 3 | x | 0% | x
COc1ccccc1C(=O)NCCc1nc2ccccc2[nH]1 | 0% | -14% | 1% | 15 | -11% | 4% | -10%
Cc1cccc(-c2nc3c4ccccc4n(Cc4cccc(Cl)c4)c(=O)n3n2)c1 | x | 1% | x | u | x | 0% | x
Cc1noc(C)c1NC(=O)N(C)C[C@@H]1Oc2ncc(C#CC3CC3)cc2C(=O)N([C@@H](C)CO)C[C@@H]1C | x | x | 6% | 3 | x | 1% | x
Cc1cccc(C(c2c(C)nn(-c3ccccc3)c2N)c2c(C)nn(-c3ccccc3)c2N)c1 | -4% | -13% | -17% | 63 | 101%[activator] | 7% | -5%
CC(/C=N/n1c(-c2ccco2)n[nH]c1=S)=C\c1ccco1 | -5% | -7% | 14% | 17 | -46% | -28% | -2%
Cc1cc(C)nc(NC(C)(C)C(=O)O)n1 | 2% | -4% | 1% | -31 | -4% | 6% | 10%
COc1ccc(NC2CCCN(C(=O)c3ccccc3-c3ncc[nH]3)C2)cc1 (configuration not stated) | x | x | -1% | u | x | 0% | x
CN(C)c1cccc(C(=O)NNC(=O)CSc2ccccc2)c1 | -8% | -3% | 53%[activator] | -34 | -15% | -1% | 4%
O=C(OC[C@H]1O[C@@H](OC(=O)c2cc(O)c(O)c(OC(=O)c3cc(O)c(O)c(O)c3)c2)[C@H](OC(=O)c2cc(O)c(O)c(OC(=O)c3cc(O)c(O)c(O)c3)c2)[C@@H](OC(=O)c2cc(O)c(O)c(OC(=O)c3cc(O)c(O)c(O)c3)c2)[C@@H]1OC(=O)c1cc(O)c(O)c(OC(=O)c2cc(O)c(O)c(O)c2)c1)c1cc(O)c(O)c(OC(=O)c2cc(O)c(O)c(O)c2)c1 | x | u | x | x | u | x | 11µM*
COc1ccc(-n2ncc3c2ncn2nc(-c4ccc(OC)c(OC)c4)nc32)cc1 | x | 13% | x | -23 | x | -6% | x
Cc1cccc(C)c1NC(=O)CN1C(=O)c2cccc3cccc1c23 | x | 8% | x | -2 | x | -1% | x
O=C(CC(C(=O)O)c1ccccc1)Nc1cccc2ccccc12 (configuration not stated) | -2% | u | -5% | -2 | -13% | -5% | 23%
Cc1nnc(SCC(=O)N2CCOCC2)c2ccccc12 | -4% | u | 4% | -12 | -21% | -6% | -2%

Single records (already shown). Screens in order: LmPK inhibitor, AmpC inh detg, AMA1 RON2 block, HCMV inh, AmpC no deterg, TbPYK inhibitor, HCV inh
Entry for CN(C)c1cccc(C(=O)NNC(=O)CSc2ccccc2)c1 = -8%, -3%, 53%[activator], -34, -15%, -1%, 4%
Entry for Cc1cccc(C(c2c(C)nn(-c3ccccc3)c2N)c2c(C)nn(-c3ccccc3)c2N)c1 = -4%, -13%, -17%, 63, 101%[activator], 7%, -5%
Entry for Cc1noc(C)c1NC(=O)N(C)C[C@@H]1Oc2ncc(C#CC3CC3)cc2C(=O)N([C@@H](C)CO)C[C@@H]1C = x, x, 6%, 3, x, 1%, x
Entry for CC(/C=N/n1c(-c2ccco2)n[nH]c1=S)=C\c1ccco1 = -5%, -7%, 14%, 17, -46%, -28%, -2%

More structures
SMILES | LmPK inhibitor | AmpC inh detg | AMA1 RON2 block | HCMV inh | AmpC no deterg | TbPYK inhibitor | HCV inh
CCCCOc1ccc(/C=C/C(=O)N(CC)CC(=O)Nc2ccc3c(c2)OCCO3)cc1OC | x | -16% | -13% | 5 | 66%[activator] | -1% | u
O=C1CCCC2=C1C(c1cccs1)n1nc(SCc3ccccc3)nc1N2 (configuration not stated) | 0% | u | 5% | -16 | -44% | u | -17%
Cc1nnc2sc(SCC(=O)Nc3nccs3)nn2c1=O | 0% | u | 53%[activator] | 5 | -13% | 5% | 13%
Cc1cc(OCCCN2CCN(Cc3ccccc3)CC2)ccc1[N+](=O)[O-] | -1% | -5% | u | -40 | 45% | 18% | u
O=C(CSc1nc2c([nH]c3ccccc32)c(=O)n1-c1cccc(Cl)c1)NCc1ccccc1 | x | -6% | x | u | x | -3% | x
O=C(Nc1ccccc1C(=O)NCC1CCCO1)c1ccccc1F (configuration not stated) | 1% | 8% | 11% | 0 | -10% | -8% | 2%
CC(=O)c1ccc(S(=O)(=O)NCCc2cn3ccc(C)cc3n2)cc1 | x | x | 4% | 9 | x | -9% | 10%
CC(=O)CSc1ccc(-c2nc3cc(C)c(C)cc3[nH]2)cn1 | 0% | 1% | 7% | -100* | 0% | 1% | u
O=C(CC(c1ccccc1)c1ccccc1)NCCO | -3% | 5% | 1% | 16 | -4% | -8% | 10%

In another format: results already given
SMILES,LmPK inhibitor,AmpC inh detg,AMA1 RON2 block,HCMV inh,AmpC no deterg,TbPYK inhibitor,HCV inh
CC[n+]1c(/C=C/N(C)c2ccccc2)n(-c2ccccc2)c2ccc(-c3nc4ccccc4s3)cc21,-3%,-3%,-18%,x,174%[activator],-14%,5.6µM*
CS(=O)(=O)c1ccc(C2=C(CNC(=O)c3cccnc3)[C@H]3CC[C@@H](C2)N3Cc2ccccc2)cc1,x,x,11%,19,x,4%,x
Nc1nc(SCC(=O)Nc2cccc(S(=O)(=O)N3CCCCCC3)c2)n[nH]1,0%,4%,-3%,11,-25%[2.29 µM],-5%,u
CCOc1ccc2c(c1)C(NC(C)=O)C(=O)N2CCN1CCOCC1 (configuration not stated),0%,1%,u,36,16%,-20%,16%
Cc1c(C(=O)Nc2cnccn2)oc2ccccc12,-2%,-13%,18%,172,-15%,-12%,u
O=[N+]([O-])c1cc(S(=O)(=O)Nc2ccccc2)ccc1NCc1ccccc1,1%,-11%,-29%,-10,-20%,1%,0%
